GC-B act – human GC-B receptor activators, primary screen, HEK293 GC-B cells, cGMP TR-FRET, EC30 CNP; activation, % at 10 µM; 0% at EC30 CNP, 100% saturating CNP; actives 0.11% (n = 370,000); AID 1920062, 2024; Atrial natriuretic peptide receptor 2 (Homo sapiens), P20594;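 active = activation at 10 µM reaching about 35% in either raw or pattern-adjusted values, limit read from the data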
hgDAF12 agonist – H. glycines DAF-12 receptor agonists, primary screen, cell-based, luminescence, HEK293, GAL4 fusion, UAS-luciferase; HEK293 GAL4-hgDAF12 UAS-luciferase reporter, agonist luminescence; normalized to butyrate control; activation, % at 6.8 µM; AID 687014, 2013; actives 1.8% (n = 370,000); Nuclear hormone receptor DAF-12 (Heterodera glycines), GAL4 fusion;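 active = activation above a cutoff set at the mean of all screened compounds plus 3 SD, cut at about 10% in these data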;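 note: 0% = DMSO wells and 100% = sodium butyrate wells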
HGIII-sPLA2 inh – human group III sPLA2 inhibitors, primary screen, biochemical, QFRET, BODIPY PC-A2 liposome substrate; Group 3 secretory phospholipase A2 (Homo sapiens), Q9NZ20; QFRET BODIPY PC-A2 liposome hydrolysis, fluorescence; inhibition, % at 12.2 µM; actives 0.56% (n = 370,000);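 active = inhibition above mean plus 3 SD of compounds lying within the high and low control bounds, cut at about 19% in these data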;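 note: 0% = median of test compound wells and 100% = no enzyme DMSO wells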
Target sequence (Q9NZ20 whole entry, looked up): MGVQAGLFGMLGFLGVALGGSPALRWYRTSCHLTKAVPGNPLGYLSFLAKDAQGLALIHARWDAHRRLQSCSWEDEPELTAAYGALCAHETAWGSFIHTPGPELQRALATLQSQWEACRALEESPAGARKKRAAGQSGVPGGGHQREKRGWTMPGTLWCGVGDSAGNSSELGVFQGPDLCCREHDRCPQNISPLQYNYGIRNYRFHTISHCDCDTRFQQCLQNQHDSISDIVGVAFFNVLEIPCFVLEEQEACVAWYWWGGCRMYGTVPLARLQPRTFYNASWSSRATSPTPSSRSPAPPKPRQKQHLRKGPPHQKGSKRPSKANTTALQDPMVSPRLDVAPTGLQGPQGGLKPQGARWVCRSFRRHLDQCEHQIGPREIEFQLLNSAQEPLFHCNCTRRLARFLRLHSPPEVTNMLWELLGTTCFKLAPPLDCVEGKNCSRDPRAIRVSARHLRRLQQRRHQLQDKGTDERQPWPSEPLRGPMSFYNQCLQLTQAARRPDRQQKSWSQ
hcDAF-12 act – H. contortus DAF-12 nuclear receptor activators, primary screen, cell-based, luminescence, HEK293, lit1-tk-luc reporter; activation, % at 6.8 µM; actives 1.4% (n = 370,000); HEK293 hcDAF-12 lit1-tk-luc reporter; 0% DMSO, 100% Δ7-dafachronic acid;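 active = activation above the mean of all tested compounds plus 3 SD, cut at about 5.5% in these data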;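 note: 100% = response to 3 µM Δ7-dafachronic acid high control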
ssDAF-12 act – S. stercoralis DAF-12 nuclear receptor activators, primary screen, cell-based, luminescence, HEK293, GRIP1 co-expression, lit1-tk-luc | activation, % at 6.8 µM | actives 1% (n = 370,000) | Nuclear hormone receptor DAF-12 (Strongyloides stercoralis) | AID 652126, 2013 | HEK293 ssDAF-12/GRIP1 lit1-tk-luc reporter; % of 3 µM dafachronic acid response;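 active = activation above the mean over all tested compounds plus 3 SD, cut at about 0.9% in these data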;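 note: 0% = DMSO-only wells and 100% = 3 µM delta7-dafachronic acid wells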
DAX1 inh-1 – DAX1 (NR0B1) inhibitors, primary screen, cell-based, HEK293, Gal4-DAX1, luciferase luminescence | Nuclear receptor subfamily 0 group B member 1 (Homo sapiens), P51843 | AID 504766, 2011 | actives 0.99% (n = 340,000) | inhibition, % at 6.75 µM | HEK293 Gal4-DAX1 luciferase reporter;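 active = inhibition above the mean over all tested compounds plus 3 SD, cut at about 4.2% in these data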;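 note: 0% = DAX1-transfected cells with DMSO and 100% = empty-vector control cells with DMSO; inhibition shows as a rise in luminescence from relieved DAX1 repression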
Target sequence (P51843 207-470 limits assumed): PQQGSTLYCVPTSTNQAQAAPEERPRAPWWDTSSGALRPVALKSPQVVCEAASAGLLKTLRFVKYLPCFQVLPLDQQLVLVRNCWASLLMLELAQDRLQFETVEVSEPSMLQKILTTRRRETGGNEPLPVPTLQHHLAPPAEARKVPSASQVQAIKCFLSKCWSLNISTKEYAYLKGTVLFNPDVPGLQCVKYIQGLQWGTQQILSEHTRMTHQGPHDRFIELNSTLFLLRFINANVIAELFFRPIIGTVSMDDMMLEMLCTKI
SMARCA2 activ – SMARCA2 (BRM) function activators, primary screen, cell-based, luminescence, high throughput; actives 1% (n = 370,000); activation, % at 9.1 µM; MG213 cells, MMTV-luciferase reporter, dexamethasone, overnight; in the data active = activation above about 7.8%;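 note: 0% = vehicle wells and 100% = reference activator wells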
FXN GAA850 act – FXN promoter activators, primary screen, cell-based, luciferase luminescence, HEK293 lucGAA850 | HEK293 lucGAA850 FXN promoter luciferase reporter, 24 h; percent of 10 µM SAHA response | activation, % at 6 µM | actives 0.56% (n = 360,000) | AID 540364, 2011;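 active = activation above the average of all compounds screened plus 3 SD, cutoff fixed separately per campaign, cut at about 7.5% in these data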;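 note: 0% = DMSO wells and 100% = 10 µM SAHA wells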
DAX1 inh-2 – DAX1 (NR0B1) inhibitors on StAR promoter, primary screen, cell-based, luminescence, SF-1 (NR5A1), full-length DAX-1 | HEK293T StAR-luciferase reporter, SF-1/DAX-1 repression relief | inhibition, % at 6.8 µM | actives 1.1% (n = 370,000) | AID 652010, 2013;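 active = inhibition above the mean over all tested compounds plus 3 SD, cut at about 3.6% in these data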;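 note: 0% = DAX-1 cells with DMSO and 100% = cells lacking DAX-1 with DMSO; higher inhibition means more luminescence from relief of DAX-1 repression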
GC-A act – GC-A stimulated cGMP production enhancers – HEK293 GC-A cells, cGMP TR-FRET, EC30 ANP, primary screen; 0% at EC30 ANP, 100% saturating ANP; Atrial natriuretic peptide receptor 1 (Homo sapiens), P16066; actives 0.14% (n = 370,000); activation, % at 10 µM; in the data active = activation above about 40%
proKLK7 act – proKLK7 zymogen activators, primary screen, biochemical, fluorescence intensity; purified proKLK7, EDANS-DABCYL substrate fluorescence; 100% is mature enzyme control, 0% vehicle; actives 0.9% (n = 370,000); Kallikrein-7 (Homo sapiens), P49862; activation, % at 7 µM;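 active = activation above the mean of all tested compounds plus 3 SD, computed per campaign excluding outliers beyond control limits, cut at about 13% in these data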
Target sequence (P49862 whole entry, looked up): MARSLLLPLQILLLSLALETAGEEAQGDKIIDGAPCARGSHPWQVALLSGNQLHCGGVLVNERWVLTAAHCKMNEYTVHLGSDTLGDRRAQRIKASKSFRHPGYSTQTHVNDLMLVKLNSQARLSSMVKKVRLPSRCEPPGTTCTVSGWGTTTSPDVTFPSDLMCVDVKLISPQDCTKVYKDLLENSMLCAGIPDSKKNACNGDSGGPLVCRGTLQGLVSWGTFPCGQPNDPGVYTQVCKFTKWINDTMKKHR
Starred values were filed as active, the others as inactive.

What do the screens show for `Cc1ccc2[nH]cc(C(=O)NCc3cccs3)c(=O)c2c1`?
GC-B act: -4; hgDAF12 agonist: 1.1; HGIII-sPLA2 inh: -12; hcDAF-12 act: -3.8; ssDAF-12 act: -2.3; DAX1 inh-1: -1.4; SMARCA2 activ: 4; FXN GAA850 act: -1.3; DAX1 inh-2: -0.3; GC-A act: -1; proKLK7 act: -0.2

Results for O=C1CCC(C(=O)NC2(C(=O)NC3CCCCC3)CCCCC2)N1 (stereo unspecified) ?
GC-B act: 2; hgDAF12 agonist: -0.9; HGIII-sPLA2 inh: -1; hcDAF-12 act: -0.6; ssDAF-12 act: -0.8; DAX1 inh-1: -0.7; SMARCA2 activ: 4; FXN GAA850 act: 0.1; DAX1 inh-2: -0.4; GC-A act: 2; proKLK7 act: -0.2

Results for O=C(Nc1ccc(N2CCOCC2)nc1)c1cccs1 ?
GC-B act: 5; hgDAF12 agonist: 2.1; HGIII-sPLA2 inh: 3; hcDAF-12 act: 1.1; ssDAF-12 act: 0.2; DAX1 inh-1: 1.1; SMARCA2 activ: 3; FXN GAA850 act: 2.7; DAX1 inh-2: 1.0; GC-A act: 0; proKLK7 act: 1.0

What do the screens show for `COCCn1c(SCc2nc3ccccc3c(=O)[nH]2)nc2ccccc2c1=O`?
GC-B act: 6; hgDAF12 agonist: -0.2; HGIII-sPLA2 inh: -4; hcDAF-12 act: -0.6; ssDAF-12 act: -1.3; DAX1 inh-1: 0.3; SMARCA2 activ: 5; FXN GAA850 act: 0.3; DAX1 inh-2: -0.4; GC-A act: 3; proKLK7 act: 0.3

Results for Cc1ccc(S(=O)(=O)Nc2ccc(-c3cn4ccc(C)cc4n3)cc2)cc1 ?
GC-B act: -12; hgDAF12 agonist: 3.9; HGIII-sPLA2 inh: -37; hcDAF-12 act: -0.9; ssDAF-12 act: -1.5; DAX1 inh-1: 0.1; SMARCA2 activ: 0; FXN GAA850 act: 3.9; DAX1 inh-2: 0.4; GC-A act: -6; proKLK7 act: -22

How did Cc1ccc(-c2c(C)sc3nc[nH]c(=O)c23)cc1C do in these assays?
GC-B act: -9; hgDAF12 agonist: -3.2; HGIII-sPLA2 inh: 8; hcDAF-12 act: -1.7; ssDAF-12 act: -1.6; DAX1 inh-1: -0.2; SMARCA2 activ: -3; FXN GAA850 act: 0.3; DAX1 inh-2: 0.2; GC-A act: 6; proKLK7 act: -0.3

What do the screens show for `COc1ccc(-c2csc(-c3ccccc3)n2)c(OC)c1`?
GC-B act: -1; hgDAF12 agonist: 22*; HGIII-sPLA2 inh: 8; hcDAF-12 act: 15*; ssDAF-12 act: 2.4*; DAX1 inh-1: 4.6*; SMARCA2 activ: 3; FXN GAA850 act: 5.4; DAX1 inh-2: 8.9*; GC-A act: 3; proKLK7 act: -4.0

Results for CC1CCCN(S(=O)(=O)c2ccc(NC(=O)CNC3CCCC3)cc2)C1 (stereo unspecified) ?
GC-B act: 4; hgDAF12 agonist: -1.2; HGIII-sPLA2 inh: 11; hcDAF-12 act: -1.6; ssDAF-12 act: -1.3; DAX1 inh-1: -0.1; SMARCA2 activ: -2; FXN GAA850 act: -1.2; DAX1 inh-2: 0.1; GC-A act: -3; proKLK7 act: 0.5

How did COc1cccc(NC(=O)c2cc(C(=O)Nc3cccc(OC)c3)n(C)n2)c1 do in these assays?
GC-B act: 3; hgDAF12 agonist: -1.4; HGIII-sPLA2 inh: -41; hcDAF-12 act: -2.0; ssDAF-12 act: -1.1; DAX1 inh-1: -1.7; SMARCA2 activ: 0; FXN GAA850 act: -0.9; DAX1 inh-2: -0.6; GC-A act: 2; proKLK7 act: -8.3

How did Cc1ccc(-c2csc(NC(=O)Cn3cnc4c3c(=O)n(C)c(=O)n4C)n2)cc1C do in these assays?
GC-B act: -9; hgDAF12 agonist: 2.6; HGIII-sPLA2 inh: -1; hcDAF-12 act: -0.8; ssDAF-12 act: -0.9; DAX1 inh-1: -0.4; SMARCA2 activ: -2; FXN GAA850 act: 2.9; DAX1 inh-2: 0.9; GC-A act: 13; proKLK7 act: 4.2

What do the screens show for `CCCP(=O)(CC(=O)N(CC)CC)c1ccccc1` (stereo unspecified)?
GC-B act: 2; hgDAF12 agonist: 0.4; HGIII-sPLA2 inh: 0; hcDAF-12 act: -0.5; ssDAF-12 act: -1.1; DAX1 inh-1: 0.4; SMARCA2 activ: 1; FXN GAA850 act: 1.8; DAX1 inh-2: -0.2; GC-A act: 11; proKLK7 act: 0.1

What do the screens show for `Cc1nnsc1C(=O)N/N=C/c1ccc(OC(F)(F)F)cc1`?
GC-B act: -7; hgDAF12 agonist: 4.2; HGIII-sPLA2 inh: 0; hcDAF-12 act: -0.2; ssDAF-12 act: -0.8; DAX1 inh-1: 1.3; SMARCA2 activ: 4; FXN GAA850 act: -0.1; DAX1 inh-2: -0.1; GC-A act: 2; proKLK7 act: -0.5

Results for CC(C)NC(=O)c1ccc(COc2cccc3ccccc23)o1 ?
GC-B act: 0; hgDAF12 agonist: -6.8; HGIII-sPLA2 inh: -13; hcDAF-12 act: -0.6; ssDAF-12 act: -1.1; DAX1 inh-1: -1.1; SMARCA2 activ: -4; FXN GAA850 act: 0.4; DAX1 inh-2: -3.1; GC-A act: -8; proKLK7 act: -1.3

How did O=S(=O)(Cc1ccccc1Cl)N1CCCCC1 do in these assays?
GC-B act: 6; hgDAF12 agonist: -1.5; HGIII-sPLA2 inh: 5; hcDAF-12 act: 0.6; ssDAF-12 act: -1.1; DAX1 inh-1: 0.6; SMARCA2 activ: -2; FXN GAA850 act: 0.8; DAX1 inh-2: -0.1; GC-A act: 2; proKLK7 act: -0.3

How did O=C(Cn1nc(C(=O)O)c2ccccc2c1=O)Nc1cccc(Br)c1 do in these assays?
GC-B act: -3; hgDAF12 agonist: 1.0; HGIII-sPLA2 inh: -6; hcDAF-12 act: -0.4; ssDAF-12 act: -1.2; DAX1 inh-1: 3.0; SMARCA2 activ: -2; FXN GAA850 act: 0.2; DAX1 inh-2: 0.4; GC-A act: -2; proKLK7 act: 0.4

What do the screens show for `CCC(C)NC(=O)CNC(=S)N(Cc1ccccc1)Cc1cccnc1` (stereo unspecified)?
GC-B act: 1; hgDAF12 agonist: -0.3; HGIII-sPLA2 inh: 6; hcDAF-12 act: -1.2; ssDAF-12 act: -1.6; DAX1 inh-1: -0.2; SMARCA2 activ: 0; FXN GAA850 act: 1.0; DAX1 inh-2: -0.1; GC-A act: -1; proKLK7 act: -0.4

What do the screens show for `CC(C)c1nc(CNC(=O)C2CCC(=O)N(CCc3cccc(F)c3)C2)cs1` (stereo unspecified)?
GC-B act: 3; hgDAF12 agonist: -0.9; HGIII-sPLA2 inh: 4; hcDAF-12 act: 2.3; ssDAF-12 act: 0.8; DAX1 inh-1: 0.2; SMARCA2 activ: -3; FXN GAA850 act: -1.1; DAX1 inh-2: 0.2; GC-A act: 0; proKLK7 act: -0.5

How did O=C(Cc1ccccc1[N+](=O)[O-])NCc1ccncc1 do in these assays?
GC-B act: 5; hgDAF12 agonist: -0.4; HGIII-sPLA2 inh: 0; hcDAF-12 act: 5.3; ssDAF-12 act: 1.1*; DAX1 inh-1: 0.7; SMARCA2 activ: -1; FXN GAA850 act: 1.6; DAX1 inh-2: 0.4; GC-A act: 4; proKLK7 act: -0.3

What do the screens show for `COc1cccc(CNC(=O)c2ccc(C(=O)NCc3cccc(OC)c3)cc2)c1`?
GC-B act: 2; hgDAF12 agonist: -0.1; HGIII-sPLA2 inh: -6; hcDAF-12 act: -1.6; ssDAF-12 act: -1.7; DAX1 inh-1: -0.2; SMARCA2 activ: -1; FXN GAA850 act: -0.2; DAX1 inh-2: -1.6; GC-A act: -1; proKLK7 act: 0.1

What do the screens show for `OCCN(Cc1ccccc1)C(=S)Nc1ccc(Cl)cc1Cl`?
GC-B act: 4; hgDAF12 agonist: 0.3; HGIII-sPLA2 inh: -7; hcDAF-12 act: -0.1; ssDAF-12 act: -1.5; DAX1 inh-1: 1.0; SMARCA2 activ: -1; FXN GAA850 act: 1.5; DAX1 inh-2: 0.4; GC-A act: 1; proKLK7 act: 0.2

What do the screens show for `C=CCOc1ccc(/C(O)=C2/C(=O)C(=O)N(CCCN3CCOCC3)C2c2ccccc2)cc1` (stereo unspecified)?
GC-B act: 2; hgDAF12 agonist: 1.1; HGIII-sPLA2 inh: 7; hcDAF-12 act: -0.6; ssDAF-12 act: -0.9; DAX1 inh-1: -0.2; SMARCA2 activ: 6; FXN GAA850 act: 1.0; DAX1 inh-2: -0.6; GC-A act: 3; proKLK7 act: -0.4

Results for CCCCC(=O)Nc1sc(C(=O)N(CC)CC)c(C)c1C(=O)OC ?
GC-B act: 7; hgDAF12 agonist: 1.5; HGIII-sPLA2 inh: -3; hcDAF-12 act: -2.0; ssDAF-12 act: -1.9; DAX1 inh-1: -1.4; SMARCA2 activ: 0; FXN GAA850 act: -1.4; DAX1 inh-2: -1.0; GC-A act: 6; proKLK7 act: 0.2

Results for O=C(CSc1nc(-c2ccccc2)c(-c2ccccc2)o1)NC1CCS(=O)(=O)C1 (stereo unspecified) ?
GC-B act: -6; hgDAF12 agonist: -3.5; HGIII-sPLA2 inh: -16; hcDAF-12 act: -2.6; ssDAF-12 act: -1.4; DAX1 inh-1: -0.2; SMARCA2 activ: -5; FXN GAA850 act: 0.8; DAX1 inh-2: -0.7; GC-A act: -29; proKLK7 act: -0.8

How did COc1ccc(CNC(=O)C(=O)NCC2OCCN2C(=O)c2ccc(OC)cc2)cc1 (stereo unspecified) do in these assays?
GC-B act: 3; hgDAF12 agonist: -2.8; HGIII-sPLA2 inh: 2; hcDAF-12 act: -1.2; ssDAF-12 act: -0.1; DAX1 inh-1: 0.0; SMARCA2 activ: 1; FXN GAA850 act: 2.2; DAX1 inh-2: 1.3; GC-A act: 2; proKLK7 act: 0.1
